Screens: PubChem, several laboratories
phage Ecoli inh: E. coli growth loss with phage present; growth absorbance; inhibition, % at 11.9 µM; 360,000 tested, 0.26% active; in the data active means inhibition above about 11%
MOR-DOR ag: OPRM1-OPRD1 heterodimerization agonism | P35372+P41143 | cells, luminescence | activation, % at 9.3 µM | 340,000 tested, 0.3% active | AID 504326; in the data active means activation above about 18%;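 further: 0% = vehicle-treated cells and 100% = reference agonist; values of inactives mirror those of a sister screen read the other way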
Target sequence (P35372 whole entry, looked up): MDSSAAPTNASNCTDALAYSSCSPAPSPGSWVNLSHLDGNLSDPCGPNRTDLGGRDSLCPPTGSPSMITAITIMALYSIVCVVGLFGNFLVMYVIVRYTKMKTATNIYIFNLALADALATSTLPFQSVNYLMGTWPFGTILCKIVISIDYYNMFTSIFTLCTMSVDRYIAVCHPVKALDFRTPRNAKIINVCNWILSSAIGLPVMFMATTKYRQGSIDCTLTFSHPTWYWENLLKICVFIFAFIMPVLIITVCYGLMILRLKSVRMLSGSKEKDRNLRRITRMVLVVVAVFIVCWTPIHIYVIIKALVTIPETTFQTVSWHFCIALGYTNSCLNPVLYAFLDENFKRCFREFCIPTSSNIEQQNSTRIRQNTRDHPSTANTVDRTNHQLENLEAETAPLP
Target sequence (P41143 whole entry, looked up): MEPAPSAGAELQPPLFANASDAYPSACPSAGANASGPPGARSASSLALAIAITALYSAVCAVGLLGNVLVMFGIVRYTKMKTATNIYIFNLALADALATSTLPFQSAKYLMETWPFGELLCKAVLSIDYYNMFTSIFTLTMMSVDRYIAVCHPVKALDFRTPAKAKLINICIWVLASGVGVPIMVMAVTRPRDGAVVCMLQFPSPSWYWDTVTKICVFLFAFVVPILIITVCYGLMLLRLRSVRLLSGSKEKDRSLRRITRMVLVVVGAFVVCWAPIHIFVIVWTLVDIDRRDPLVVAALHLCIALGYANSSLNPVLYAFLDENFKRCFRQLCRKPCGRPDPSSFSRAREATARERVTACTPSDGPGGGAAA
E coli growth: reduces bacterial viability in AddAB counter-screen | inhibition, % at 11.9 µM | E. coli V3065 growth, OD600 absorbance, 18 h | 330,000 tested, 0.27% active;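 active means inhibition above the campaign's mean inhibition across all tested compounds plus 3 SD, cut at about 9.9% in these data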;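 further: uninfected addAB+ strain grown without phage in ampicillin broth; 0% = DMSO wells and 100% = ciprofloxacin 0.95 µg/ml wells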
Tat export inh: blocks Tat-dependent protein export in E. coli | E. coli MC4100 TorA-mCherry Tat export, fluorescence | inhibition, % at 10 µM | 340,000 tested, 0.036% active | AID 488895;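 active means mean replicate inhibition at least 50% and at least half of replicates individually reaching 50%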;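 further: exported cargo escapes ClpAP degradation while cytoplasmic cargo is degraded and loses fluorescence; 0% = median of neutral control wells and 100% = median of NaSCN control wells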
PfHsp90 set2: reduces growth (ATP signal) of yeast expressing P. falciparum Hsp90 | S. cerevisiae expressing PfHsp90, BacTiter-Glo ATP, 48 h; yeast lacking PDR1 and PDR3 efflux regulators | inhibition, % at 9.4 µM | 310,000 tested, 0.32% active;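 active means every replicate shows inhibition above about 80%, whatever the replicate mean, limit read from the data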;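 further: 0% = DMSO neutral controls and 100% = 20 µM radicicol positive controls; yeast relying on Plasmodium falciparum Hsp90 in place of its own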
AddAB inh: less growth of phage-infected E. coli with AddAB. E. coli expressing H. pylori AddAB, absorbance growth. AID 435030. inhibition, % at 11.9 µM. 330,000 tested, 0.29% active; in the data active means inhibition above about 12%;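 further: 0% = vehicle wells of infected cells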
Pemphigus Ab inh: blocks pemphigus antibody binding to human desmoglein-3 | binding (percent of control), % at 10 µM | DSG3-coupled beads, scFv-anti-DSG3-GFP binding, flow cytometry; active compounds read low | 310,000 tested, 0.48% active | P32926 | AID 588358;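 active means binding more than 3 SD below its plate's average and above zero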;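 further: hits lower antibody fragment binding to DSG3; some compounds called inactive have numbers as strong as hits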
Mot1-301 SUMO: inhibitors of SUMOylation pathway: yeast Mot1-301 growth rescue | growth rescue, % at 18.8 µM | 320,000 tested, 1% active | S. cerevisiae Mot1-301 growth rescue, ATP luminescence, 38.5C; percent above DMSO median, 100 means doubled;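 active means every valid replicate shows activation above 250% relative to neutral control wells; inactive means the rest, any valid replicate at or below 250%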;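 further: OY570 slx delta 5 strain wells were the positive control but not used for scaling; some compounds called inactive have numbers as strong as hits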
MOR-DOR inv ag: inverse agonist of human OPRM1-OPRD1 heterodimerization; P35372+P41143; cell-based MOR-DOR heterodimer luminescence, inverse agonism; inhibition, % at 9.3 µM; 340,000 tested, 0.21% active; in the data active means inhibition above about 22%, passing the limit was not always enough;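 further: 0% = cells with DMSO and 100% = wells without cells with DMSO; values of inactives mirror those of a sister screen read the other way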
Arr AP2 block: human beta-arrestin and AP2 interaction inhibition | FITC-arrestin peptide / GST-AP2 beads, flow cytometry; AP2 beta2 appendage carries R879A mutation | inhibition, % at 10 µM | 340,000 tested, 0.31% active;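 active means inhibition above a set limit, near 3 SD of compounds lacking own fluorescence, cut at about 54% in these data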;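 further: plate controls were DMSO wells for no effect and 5 µM unlabelled arrestin peptide for full effect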
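test system = AP2 appendage R879A on GSH beads | buffer or medium = PBS plus Tween 20 (0.05%) and BSA (0.1%) | incubation = 12 min plus 1 h, RT | detection = bead flow cytometry, FITC channel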
PKA-R1A act: PKA-R1A complex activation. 340,000 tested, 0.083% active. PKA-R1A dissociation, Cy5-IP20 fluorescence polarization; scaled: DMSO 0%, 113 µM cGMP 100%. activation, % at 11.4 µM. P00514+P68181;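 active means percent activation above the mean of all tested compounds plus 3 SD, cut at about 19% in these data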;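 further: higher means more PKAc released from R1A so a rise in polarization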
Numbers without * were called inactive; nt = not tested or not shown.

SMILES	phage Ecoli inh	MOR-DOR ag	E coli growth	Tat export inh	PfHsp90 set2	AddAB inh	Pemphigus Ab inh	Mot1-301 SUMO	MOR-DOR inv ag	Arr AP2 block	PKA-R1A act
O=C(Nc1cccc(Oc2ccc3c(c2)C(=O)NC3=O)c1)c1cccs1	3.9	-0.5	0.9	1.1	-11.0	-1.2	100.5	nt	2.4	10.7	8.0
O=C(NC1=NCCS1)C1CC(=O)N(c2ccc(F)cc2)C1 (stereo not drawn)	1.9	-1.4	1.3	-0.1	7.1	3.3	nt	1.5	8.8	-1.9	4.7
CCOC(=O)C1=C(C)N(C[C@@H]2CC[C@@H](Cc3ccc(-c4ccccc4)cc3)O2)C(=O)NC1c1ccc(C(F)(F)F)cc1 (stereo partly drawn)	0.9	-2.4	1.1	2.3	-24.3	0.1	97.9	nt	12.2	1.2	-1.4
CCC(OC(=O)c1nsc(Cl)c1Cl)C(=O)NCC1CCCO1 (stereo not drawn)	-1.7	1.2	-0.9	10.3	-0.2	1.3	117.8	-8.7	-9.7	-11.1	8.0
O=C(N/N=C/c1ccccc1OCc1ccccc1)c1cccs1	3.6	1.3	0.5	16.9	2.6	2.7	104.1	155.8	-6.8	25.0	-11.9
COc1cccc(N2CCN(C(=O)c3ccc4ccccc4c3)CC2)c1	2.9	-0.1	nt	6.5	26.2	nt	101.7	nt	0.3	4.0	-11.5
CCOc1ccc(Nc2cc(C)nc(-n3nc(C)cc3C)n2)cc1	-1.4	-0.5	1.6	-3.3	-1.1	-0.5	101.9	-14.3	3.2	9.9	16.3
CCO[C@H]1OC(C(=O)N2CCN(Cc3ccccc3)CC2)=C[C@@H](c2coc3ccccc3c2=O)[C@@H]1CCCO	1.4	-2.4	-0.3	-9.3	11.4	0.8	96.0	-2.8	13.5	-3.8	-6.7
Cc1cc(C)c(N)c(C(=O)O)c1	3.8	-3.4	0.8	15.5	2.0	2.3	110.8	-7.4	15.2	-12.7	-11.2
CCN(Cc1ccccc1)C(=O)CCc1nc(CN2CCN(C(=O)c3ccc([N+](=O)[O-])cc3)CC2)no1	1.6	-2.3	1.1	1.6	29.4	-1.5	102.6	4.0	11.9	-11.7	4.9
Cc1ccc(C(=O)c2ccccc2C(=O)O)c(O)c1	3.1	-0.7	-3.7	5.3	11.1	-1.3	95.8	-7.0	4.3	1.4	-9.3
COc1ccc(C2=NN(C(=O)CSc3nc4ccccc4s3)C(c3ccc(OC)cc3)C2)cc1 (stereo not drawn)	2.2	-1.2	1.6	-3.6	-10.0	2.4	98.0	7.7	6.5	-6.6	8.8
Cc1cc(C)c(C#N)c(SCC(=O)OC2CCCCC2)n1	3.6	6.5	-1.8	8.9	3.6	-1.7	113.4	3.9	-36.1	-6.9	-4.1
NC(=O)C1CCN(C(=O)c2ccc(NS(=O)(=O)c3ccc(F)c(F)c3)cc2)CC1	1.9	-0.9	-1.6	-3.6	3.1	0.3	100.0	11.9	3.6	-3.3	-4.9
CSCCC(NS(=O)(=O)c1cccc(C(F)(F)F)c1)C(=O)N(C)CCOc1ccc(Cl)cc1 (stereo not drawn)	2.1	4.2	-0.2	18.5	-33.3	-1.0	99.9	-15.6	-20.4	-0.1	-4.9
Cc1ccc(C)c(-c2nnc(NC(=O)C3=COCCO3)o2)c1	-0.5	-3.3	-2.5	-13.9	-10.3	-0.4	105.0	-1.4	15.9	2.3	1.5
COc1ccc(CC(=O)NCC2(c3ccc(OC)c(OC)c3)CCCC2)cc1	2.1	0.0	1.8	-3.6	24.8	3.8	99.1	-6.2	-0.2	11.7	-5.3
COc1cccc(NC(=O)C2CCCN(S(=O)(=O)c3cccc4nsnc34)C2)c1 (stereo not drawn)	2.5	-0.9	1.7	9.4	10.1	4.0	84.3	-4.3	5.6	2.3	-4.5
COc1ccccc1NS(=O)(=O)c1cc(C)ccc1C	2.6	0.1	-0.6	-8.3	-23.1	0.9	69.3	4.8	-0.8	9.1	-7.5
CCOC(=O)C1=CN(Cc2cccc(F)c2)S(=O)(=O)N(C)C1c1cccc(OC)c1 (stereo not drawn)	2.0	-2.6	1.2	1.1	-5.8	-0.1	92.9	nt	12.8	-9.0	-6.7

4 compounds from above, showing only Tat export inh and Arr AP2 block.
SMILES,Tat export inh,Arr AP2 block
O=C(Nc1cccc(Oc2ccc3c(c2)C(=O)NC3=O)c1)c1cccs1,1.1,10.7
NC(=O)C1CCN(C(=O)c2ccc(NS(=O)(=O)c3ccc(F)c(F)c3)cc2)CC1,-3.6,-3.3
O=C(NC1=NCCS1)C1CC(=O)N(c2ccc(F)cc2)C1 (stereo not drawn),-0.1,-1.9
COc1ccccc1NS(=O)(=O)c1cc(C)ccc1C,-8.3,9.1

Following part
SMILES	phage Ecoli inh	MOR-DOR ag	E coli growth	Tat export inh	PfHsp90 set2	AddAB inh	Pemphigus Ab inh	Mot1-301 SUMO	MOR-DOR inv ag	Arr AP2 block	PKA-R1A act
O=C(O)c1nn(Cc2nc3ccccc3o2)c(=O)c2ccccc12	1.2	-2.3	0.9	2.1	17.8	3.1	107.7	7.1	12.2	-2.0	-12.2
COc1cc(C2C(C(=O)c3cccs3)=C(O)C(=O)N2Cc2ccco2)cc(OC)c1OC (stereo not drawn)	2.6	-1.4	-0.2	7.1	11.8	-0.2	109.9	-8.9	8.0	-2.7	3.1
CCOc1ccccc1NC(=O)CCN1CCN(S(=O)(=O)c2ccc(Br)cc2)CC1	2.5	-1.7	-1.8	-2.7	-13.0	1.7	115.4	-16.8	7.3	5.6	-3.2
COc1cc(OC)c(OC)cc1/C=N/n1c(COc2ccccc2)n[nH]c1=S	2.8	-2.6	-2.6	9.6	4.0	-3.5	85.7	2.1	13.1	5.3	2.5
CSc1nc(-c2ccccc2)nc(NC(C)=O)c1C(C)=O	3.9	-1.3	-1.6	-0.3	-12.0	2.5	101.2	37.8	6.9	-22.0	-10.5
COc1cc(C(=O)NC2CC3CCCC(C2)N3Cc2ccccc2)cc(OC)c1OC (stereo not drawn)	-1.0	-2.8	-1.7	-2.6	-27.8	-0.3	118.6	-18.7	14.5	6.7	-9.0
CCOC(=O)/C(C(C)=O)=C1/OC(=O)c2ccccc21	1.4	-3.7	-0.9	-2.2	-10.1	0.1	102.9	-17.3	20.8	-3.7	-3.2
COc1ccc(NC(=O)c2ccco2)cc1NC(=O)c1ccccc1[N+](=O)[O-]	-1.0	-1.1	0.3	-8.3	-0.4	0.4	nt	-8.2	4.3	55.4*	-4.9
COc1ccc(/C=N/NC(=O)c2ccn[nH]2)cc1COc1ccc([N+](=O)[O-])c(C)c1	2.5	nt	2.3	nt	nt	2.2	109.1	237.5	nt	-8.3	nt
COc1ccc(-n2nnnc2/C=C/Nc2cc(C(F)(F)F)ccc2OC)cc1	0.4	-2.3	-0.3	12.0	-4.3	1.0	110.8	-3.6	11.4	-8.9	-14.6
CCC(CO)Oc1cc(NC(=O)c2ccc(OC)cc2)c2ncn(C(C)C)c2c1 (stereo not drawn)	0.3	-1.2	-1.2	28.6	-2.2	-4.8	102.0	-3.5	5.6	2.3	-13.7
CCCCCn1c(N2CCC(C(N)=O)CC2)nc2c1c(=O)[nH]c(=O)n2C	1.3	-1.4	-0.4	-5.9	-15.7	1.2	nt	nt	8.6	-1.1	-12.7
CCn1c(N2CCN(CC(=O)c3c(C)n(C)c4ccccc34)CC2)nc2c1c(=O)[nH]c(=O)n2C	2.4	1.5	0.8	-0.6	6.4	4.4	98.7	3.1	-8.1	6.1	-8.9
CCC1CCCCN1S(=O)(=O)c1ccccc1[N+](=O)[O-] (stereo not drawn)	5.3	0.5	0.5	7.4	7.9	4.1	95.6	-17.0	-2.4	18.6	1.7
CCCCCC(=O)Nc1cccc(C2=NOC3(C2)C[C@@H](C(N)=O)N(C(=O)c2cc([N+](=O)[O-])cc([N+](=O)[O-])c2)C3)c1 (stereo partly drawn)	4.6	4.7	1.0	-4.9	-3.1	1.9	101.5	14.5	-25.8	-0.2	-8.2
Cc1ccc(N/N=C(\C#N)C(=N)N2CCOCC2)cc1	5.3	-1.8	2.8	-2.2	4.1	4.0	82.2	-8.3	11.5	2.7	14.1
N#CC1=C(SCc2ccccc2Cl)NC(=O)C(C(N)=O)C1 (stereo not drawn)	3.9	-1.9	-1.5	3.8	-11.8	-0.4	82.0	6.6	10.3	-3.3	3.3
CCCCn1c(SCC2CCCCO2)nc2cc(S(N)(=O)=O)ccc21 (stereo not drawn)	2.0	-1.3	0.6	6.2	-23.3	3.3	101.6	13.8	7.7	-8.6	-5.3
Cc1c(OCC(=O)N(C)c2ccccc2)ccc2c3c(c(=O)oc12)CCC3	2.6	0.5	-0.8	6.9	-18.7	3.4	104.7	32.3	-3.8	4.6	4.5
Cc1cc(Sc2nnc(N)s2)c2ccccc2n1	-1.9	-4.2	2.4	1.4	-20.2	4.8	nt	5.5	20.9	41.4	-6.1
Cc1ccc(OC(=O)c2cncc(Br)c2)c(C)c1	1.5	1.0	-0.4	11.9	-9.3	-1.2	107.7	15.9	-5.5	-22.3	1.5
CCCCS(=O)(=O)N1CCCC(C(=O)NCCc2ccccc2)C1 (stereo not drawn)	0.3	-0.5	2.2	-0.6	-15.5	2.0	111.5	10.4	2.2	42.5	-9.6
CCOc1ccc(Cn2c(C)nc([N+](=O)[O-])c2SCC(O)CCl)cc1[N+](=O)[O-] (stereo not drawn)	1.9	-6.0	0.3	3.9	5.0	2.5	121.8	-1.9	27.7	35.8	-7.5
C[C@@H](NC(=O)/C(C#N)=C/c1ccc(O)c(O)c1)c1ccccc1	1.5	-0.1	-3.6	7.8	-17.5	-0.4	102.4	7.8	0.8	-0.7	-8.4
COc1ccc(C2=CC(c3c(C)nn(-c4ccccc4)c3Cl)n3nnnc3N2)cc1OC (stereo not drawn)	1.8	-0.3	-0.6	6.3	7.0	0.8	95.4	24.2	1.6	8.8	-4.3
N#Cc1cc2ccccc2nc1SCC(=O)NC1CC1	0.3	-1.2	-0.1	5.3	-26.7	3.0	97.5	1.4	7.9	-9.6	-4.3
CSC(=S)NCc1cccnc1	1.8	-4.0	-3.2	7.6	-5.7	3.1	98.2	91.0	19.8	33.6	-1.7
CCn1c(/C(C#N)=C(\O)CCc2ccccc2)nc2ccccc21	-0.6	-0.5	-2.4	-11.5	nt	-0.3	nt	-11.4	3.0	20.6	3.3
CCOC(=O)CC1(NC(=O)C2CCC(=O)N(Cc3ccccc3OC)C2)CCCCC1 (stereo not drawn)	-1.4	-3.3	nt	-1.7	-18.1	nt	107.2	-11.6	18.1	-5.2	9.4
COc1cccc(/C=C/C(=O)Nc2ccc3c(c2)OCCO3)c1OC	4.6	-1.7	-2.0	0.5	nt	4.8	121.7	-4.1	8.9	11.5	3.1
